Bioassay records: PubChem BioAssay, several laboratories
DAX1 inh-1 – NR0B1 (DAX1) inhibition; HEK293 Gal4-DAX1 luciferase reporter, luminescence; 0.99% of 340,000 active; AID 504766; inhibition, % at 6.75 µM; P51843;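 active = inhibition above the mean over all tested compounds plus 3 SD, cut at about 4.2% in these data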;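 also: 0% = DAX1-transfected cells with DMSO and 100% = empty-vector control cells with DMSO; inhibition shows as a rise in luminescence from relieved DAX1 repression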
Target sequence (P51843 207-470 limits assumed): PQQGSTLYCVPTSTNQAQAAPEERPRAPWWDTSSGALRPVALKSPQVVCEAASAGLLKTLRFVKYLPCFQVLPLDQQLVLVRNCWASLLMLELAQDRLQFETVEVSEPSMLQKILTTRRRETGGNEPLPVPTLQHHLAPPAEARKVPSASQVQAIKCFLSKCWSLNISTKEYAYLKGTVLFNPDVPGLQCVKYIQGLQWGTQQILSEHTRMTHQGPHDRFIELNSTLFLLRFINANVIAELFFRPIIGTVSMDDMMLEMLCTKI
ssDAF-12 act – activators of S. stercoralis DAF-12 nuclear receptor; HEK293 ssDAF-12/GRIP1 lit1-tk-luc reporter, luminescence; % of 3 µM dafachronic acid response; activation, % at 6.8 µM; 1% of 370,000 active; AID 652126;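 active = activation above the mean over all tested compounds plus 3 SD, cut at about 0.9% in these data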;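 also: 0% = DMSO-only wells and 100% = 3 µM delta7-dafachronic acid wells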
MBD2 DNA inh – inhibitors of human MBD2 binding to methylated oligonucleotide. inhibition, % at 4.4 µM. Q9UBB5. TR-FRET. 0.31% of 370,000 active; in the data active = inhibition above about 13%
DAX1 inh-2 – DAX1 (NR0B1) inhibition, primary screen; 1.1% of 370,000 active; inhibition, % at 6.8 µM; HEK293T StAR-luciferase reporter, SF-1/DAX-1 repression relief; AID 652010;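 active = inhibition above the mean over all tested compounds plus 3 SD, cut at about 3.6% in these data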;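 also: 0% = DAX-1 cells with DMSO and 100% = cells lacking DAX-1 with DMSO; higher inhibition means more luminescence from relief of DAX-1 repression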
hgDAF-12 ag – activates the H. glycines DAF-12 receptor ligand-binding domain; HEK293 GAL4-hgDAF12 UAS-luciferase reporter, agonist luminescence; normalized to butyrate control; activation, % at 6.8 µM; 1.8% of 370,000 active;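 active = activation above a cutoff set at the mean of all screened compounds plus 3 SD, cut at about 10% in these data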;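 also: 0% = DMSO wells and 100% = sodium butyrate wells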
PLC-beta3 inh – inhibitors of human phospholipase C beta3 | Q01970 | Purified PLC-beta3, fluorogenic substrate, fluorescence | inhibition, % at 12.2 µM | 0.18% of 370,000 active | AID 720704; in the data active = inhibition above about 11%;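 also: 0% = median of compound wells on plate and 100% = full blocker control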
ADAM17 inh – inhibitors of human ADAM17; P78536; recombinant ADAM17, EDANS/DABCYL FRET peptide cleavage; inhibition, % at 6.95 µM; 0.83% of 370,000 active; AID 720648;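 active = inhibition above the mean of compounds lying between control limits plus 3 SD, set per campaign, cut at about 8.5% in these data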;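 also: 0% = DMSO-only wells as the low control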
NR1D1 modulator – modulates human Rev-erb alpha binding to DNA. P20393. AID 1259318. activity, % at 10 µM. Rev-erbα–FITC-DNA binding, fluorescence polarization, 90 min. 0.79% of 370,000 active;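 active = activity above about 14%, limit read from the data; passing the limit was not always enough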;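 also: 0% = DMSO wells with 35 nM protein and 100% = DMSO wells with 750 nM protein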
Target sequence (P20393 whole entry, looked up): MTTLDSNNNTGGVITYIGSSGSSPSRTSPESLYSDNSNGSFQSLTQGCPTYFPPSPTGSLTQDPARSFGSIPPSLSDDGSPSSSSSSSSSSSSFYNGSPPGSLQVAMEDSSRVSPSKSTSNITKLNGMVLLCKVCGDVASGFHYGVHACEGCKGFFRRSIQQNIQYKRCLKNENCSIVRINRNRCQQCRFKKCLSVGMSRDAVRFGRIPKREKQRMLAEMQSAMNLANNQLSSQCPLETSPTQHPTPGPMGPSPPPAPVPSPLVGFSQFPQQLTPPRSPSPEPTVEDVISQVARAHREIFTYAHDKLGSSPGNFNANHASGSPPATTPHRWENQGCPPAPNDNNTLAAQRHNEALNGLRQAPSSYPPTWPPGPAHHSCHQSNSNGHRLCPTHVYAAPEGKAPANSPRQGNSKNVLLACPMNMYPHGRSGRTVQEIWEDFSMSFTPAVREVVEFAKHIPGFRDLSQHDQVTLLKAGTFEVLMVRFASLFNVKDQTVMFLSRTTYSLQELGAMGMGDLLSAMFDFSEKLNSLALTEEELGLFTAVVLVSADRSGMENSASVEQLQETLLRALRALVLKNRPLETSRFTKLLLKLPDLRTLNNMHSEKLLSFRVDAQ
SMARCA2 act – increases SMARCA2 function in MMTV reporter cells; MG213 cells, MMTV-luciferase reporter, dexamethasone, overnight; activation, % at 9.1 µM; 1% of 370,000 active; in the data active = activation above about 7.8%;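 also: 0% = vehicle wells and 100% = reference activator wells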
hcDAF12 agonist – activates DAF-12 receptor from parasite H. contortus; HEK293 hcDAF-12 lit1-tk-luc reporter, luminescence; 0% DMSO, 100% Δ7-dafachronic acid; activation, % at 6.8 µM; 1.4% of 370,000 active;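 active = activation above the mean of all tested compounds plus 3 SD, cut at about 5.5% in these data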;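 also: 100% = response to 3 µM Δ7-dafachronic acid high control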
PLC-gamma1 inh – blocks human PLC-gamma1 enzyme activity. P19174. purified PLC-gamma1, fluorogenic substrate, fluorescence. inhibition, % at 12.2 µM. 0.84% of 370,000 active. AID 720700; in the data active = inhibition above about 9.5%
* = called active by the depositor; i = inactive; nt = no result given.

SMILES	DAX1 inh-1	ssDAF-12 act	MBD2 DNA inh	DAX1 inh-2	hgDAF-12 ag	PLC-beta3 inh	ADAM17 inh	NR1D1 modulator	SMARCA2 act	hcDAF12 agonist	PLC-gamma1 inh
CC1(C)C=Cc2cc(-c3coc4cc(O)cc(O)c4c3=O)cc(O)c2O1	0.8	-0.5	-4	1.4	6.5	-8	-1	3	5	1.9	-7
N#Cc1ccc(NC(=S)NC(=O)C2CC2)cc1	1.3	-1.3	-2	-1.4	1.0	-4	-4	2	-3	-0.8	5
CC1CN(C(=O)c2scc3c2OCCO3)CC(C)O1 (stereo unspecified)	0.2	-0.3	2	1.4	6.9	1	-5	6	-1	2.7	1
Cn1c(=O)c2c(ncn2CC(=O)OCC(=O)Nc2cccc(C#N)c2)n(C)c1=O	0.5	-1.5	-8	0.8	1.9	3	2	-4	4	-1.3	7
CCNC(=O)CC1C(=O)N(c2cccc(C)c2)C(=O)N1CCC(C)C (stereo unspecified)	1.3	-0.9	-6	-0.4	3.4	2	-1	1	4	0.2	6
Cc1ccccc1OCc1nnc(SCc2cc(=O)[nH]c3ccccc23)n1-c1ccccc1	-0.2	-1.4	-7	-0.3	-1.1	3	-2	3	-3	-3.0	3
CC(=O)N1c2ccc(S(=O)(=O)N3CCCC(C(=O)Nc4cc(C)cc(C)c4)C3)cc2CC1C (stereo unspecified)	-0.6	-1.3	-4	1.2	-1.2	6	2	3	-1	0.5	4
O=C(NCc1ccc(F)cc1)C1CCCN1S(=O)(=O)c1ccc(F)cc1 (stereo unspecified)	0.6	-1.3	3	0.5	0.4	1	-1	-3	-1	-1.6	-3
CCCn1c(SCC(=O)NCC2CCCO2)nc2c1c(=O)n(C)c(=O)n2C (stereo unspecified)	1.9	-1.0	1	-0.2	1.8	4	-1	-1	-4	1.1	1
O=C(Nc1ccccc1)c1ccccc1Br	nt	-0.5	3	4.1*	2.3	2	-2	-3	5	1.3	1
NC(=O)C1CCN(c2nc(C3CC3)nc3c2nnn3Cc2ccccc2Cl)CC1	0.6	-1.9	7	-0.4	-1.6	1	-5	-2	-2	-1.5	0
CC1(C(=O)NS(=O)(=O)c2cccs2)CCN1C(=O)Cc1ccc(Cl)cc1Cl (stereo unspecified)	nt	-1.1	-6	0.6	-1.5	2	-1	-7	-3	-0.8	0
CC(C)C[C@@H]1O[C@H](C(C)C)Cc2[nH][nH]c(=O)c21	nt	-1.5	2	0.8	-2.7	-1	-6	8	-1	-0.5	0
O=C(Nc1ccc(F)cc1)c1ccc(CSc2ccc(Cl)cc2)o1	-0.5	-1.4	2	0.1	0.7	-11	6	5	-1	1.1	0
O=C(COC(=O)c1ccc[n+]([O-])c1)Nc1ccccc1OC(F)F	0.1	-1.3	2	-1.6	-3.5	-2	-1	0	1	-0.8	0
C=CCc1ccccc1OCC(=O)OCCNC(=O)c1cccnc1	0.0	-1.3	4	0.6	3.5	2	-1	-1	5	-1.5	3
COc1ccc(Nc2ncnc3c2cnn3-c2cccc(C)c2)cc1OC	-0.4	-1.7	0	0.5	1.0	3	1	-6	-2	-0.9	0
CCN(CC)c1ccc(NC(=O)c2ccco2)cc1	0.6	0.1	-3	4.1*	13*	6	4	-3	4	4.4	2
Cc1cccc(C)c1Nc1nnc(SCC(=O)c2ccc(Br)s2)s1	0.5	-0.2	1	0.0	-0.7	1	5	-1	-3	0.1	2
CCC1(C)Cc2c(sc3nc(NN)n(C)c(=O)c23)CO1 (stereo unspecified)	0.0	-1.2	2	-0.1	-0.5	-15	-5	-4	1	0.6	-15
Cc1ccc(/C=N/Nc2ccc3ccccc3n2)o1	-2.7	1.1*	-4	11*	22*	-132	-44	2	5	8.8*	-91
O=C(Nc1nc(-c2ccccn2)cs1)c1ccc(F)c(S(=O)(=O)N2CCOCC2)c1	-1.1	-1.2	1	-4.6	-7.2	-46	2	4	-2	-2.6	-32
CC(C)(C)C(=O)NC(=S)Nc1sc2c(c1C#N)CCCCC2	1.8	-0.8	1	-0.7	0.8	-4	-2	-1	-1	0.5	0
COc1ccc(S(=O)(=O)NCC(c2ccc(F)cc2)N2CCN(C)CC2)cc1 (stereo unspecified)	0.0	-1.1	0	-1.8	-0.5	0	0	10	-2	-0.9	-1
CC(C)COc1ccc(C(=O)NNC(=O)c2ccc(=O)[nH]c2)cc1	0.4	-0.9	-2	0.0	0.2	0	0	-9	0	3.2	0

New compounds follow:
SMILES	DAX1 inh-1	ssDAF-12 act	MBD2 DNA inh	DAX1 inh-2	hgDAF-12 ag	PLC-beta3 inh	ADAM17 inh	NR1D1 modulator	SMARCA2 act	hcDAF12 agonist	PLC-gamma1 inh
COc1cccc2c(=O)c3c(cnn3C)n(C)c12	-0.2	-1.2	-12	0.3	1.2	i	i	4	3	-1.4	i
O=C(c1cc2sccc2n1Cc1ccccc1)N1CCc2ccccc21	-0.2	-0.9	-5	-0.8	-0.5	-19	5	8	1	1.0	-13
Cc1ccc(C2(c3noc(CN(C)CCO)n3)CCCC2)cc1	0.2	-1.2	-4	0.4	-2.0	0	-2	3	-3	0.8	1
COc1ccc(S(=O)(=O)N2CCC(C(=O)N(C)Cc3ccc(C)o3)CC2)cc1OC	-0.2	-1.2	0	1.4	-3.7	-11	-1	-5	7	0.2	-2
Cc1cc(C)n2nc(SCC(=O)N(C)Cc3ccccc3)nc2n1	-0.1	-1.0	-2	0.1	0.8	3	-2	-2	7	-1.1	3
CCOCC(=O)Nc1ncc(S(=O)(=O)c2ccc([N+](=O)[O-])cc2)s1	-0.8	-0.3	6	-1.0	-3.2	7	-1	0	0	-1.5	1
Cc1ccc(-c2csc3ncnc(-n4cnc5ccccc54)c23)cc1	0.2	-1.4	5	-1.4	1.9	-37	-7	-1	-5	-1.9	-33
O=C(Nc1ccc(N2CCOCC2)cc1)c1ccc(Cl)c(S(=O)(=O)N2CCCC2)c1	-1.7	-1.4	-5	-3.7	-3.8	-5	-3	-4	-3	-2.8	0
O=c1[nH]c2ccccc2nc1N1CCOCC1	-0.1	-0.7	1	-0.4	1.7	3	1	-1	-3	-0.8	5
COCCNC(=O)Cn1nc(-c2ccccc2C)ccc1=O	1.4	-0.9	-5	-0.2	-3.3	-4	0	-3	2	0.2	-1
Cc1cccc(-n2nc3c(c2NC(=O)C(C)C)CSC3)c1	-0.7	-0.8	-3	0.3	2.1	-3	-3	0	0	0.8	2
COc1ccc(C(CNC(=O)C(C)(C)Oc2ccc(Cl)cc2)N2CCOCC2)cc1 (stereo unspecified)	0.8	-0.8	-5	0.2	-1.5	-5	4	-5	-1	-0.6	5
CCOC(=O)C1=C(CCc2ccccc2)NC(=O)NC1c1cccc([N+](=O)[O-])c1 (stereo unspecified)	1.0	-1.6	2	-0.2	-2.8	0	1	-1	-2	-2.4	1
Cc1ccc(Cc2c(-c3cccc(Br)c3)nc3ccc(C)cn23)cc1	nt	0.8	9	2.6	12*	-19	-6	1	6	3.7	-19
COc1ccc(CNC(=O)c2ccc(CS(=O)(=O)c3ccc(OC)cc3)o2)cc1	0.7	-1.5	4	0.0	-2.1	4	-4	0	-2	0.0	2
CCN1CC2=C(OC(N)=C(C#N)C2c2cccs2)/C(=C/c2cccs2)C1 (stereo unspecified)	-2.1	-0.7	-2	-0.9	-2.5	-57	-1	-2	3	1.2	-37
O=C(O)CCNC(=O)/C(=C\C=C\c1ccccc1)NC(=O)c1ccccc1	1.9	-1.4	0	-0.6	-2.8	-9	-4	8	-7	-1.5	0
O=C(Cc1ccc(Cl)cc1)Nc1ccncc1	-2.2	-2.1	4	-4.1	-4.6	1	0	-7	-5	-0.4	1
CC(=O)Nc1ccc(Nc2cc(C)nc3c(-c4ccccc4)cnn23)cc1	0.1	-2.1	-6	-1.2	-9.4	i	-35	-6	-6	-4.2	i
COC(=O)C(Cc1ccccc1)NC(=O)CNC(=O)c1ccc(Br)o1 (stereo unspecified)	0.2	-0.9	1	1.9	-1.3	-2	0	3	-1	0.5	1
CCc1nc2c(OCCOC)cccn2c1N(C)C(=O)Nc1ccccc1OC	nt	-1.4	0	-1.2	-2.6	-6	-3	11	-4	-1.2	-2
C=CCn1c(SCc2nc3ccccc3c(=O)[nH]2)nc2scc(C3CC3)c2c1=O	0.6	-0.1	3	0.3	2.1	-13	-6	26*	-2	0.4	1
COCc1cc(CN2CCN(C)CC2)c(O)c2ncccc12	0.5	-1.6	-7	-0.6	1.1	-8	0	9	-2	-0.4	-6
Cc1ccccc1-c1ncc(CN2CCC(CO)(CCCc3ccccc3)CC2)cn1	-1.2	-1.6	-2	-0.6	-0.6	-2	6	3	-3	-2.4	2
Nc1nc2ccccc2n1C(=O)c1ccccc1	-0.6	-0.1	2	3.2	12*	0	0	2	6	5.6*	-2
Cc1ccc(N2C(=O)C3C(C2=O)C2C=CC3C23CC3)cc1 (stereo unspecified)	0.7	-1.7	2	1.3	-2.4	1	-2	3	0	0.9	2
CC(c1nnc(SCC(=O)Nc2sccc2C#N)n1-c1ccc(Cl)cc1)N(C)C (stereo unspecified)	0.6	-0.7	-3	0.1	3.9	0	-2	-3	-1	-1.6	-1
Cc1cccc(C(=O)Nc2nnc(C3=COCCO3)o2)c1	1.2	-1.7	-4	-0.4	0.8	-4	7	11	-5	0.2	2
Cc1cc(N)n2ncc(-c3ccccc3)c2n1	3.1	0.6	0	2.0	11*	-95	-8	2	6	2.6	-78
COc1ccc(Cc2nnc(SCC(=O)Nc3c(C)cccc3C)[nH]c2=O)cc1	0.4	-0.9	0	1.4	-2.7	0	0	2	-1	-0.4	-1

As a working copy, 9 of the compounds above.
SMILES	DAX1 inh-1	ssDAF-12 act	MBD2 DNA inh	DAX1 inh-2	hgDAF-12 ag	PLC-beta3 inh	ADAM17 inh	NR1D1 modulator	SMARCA2 act	hcDAF12 agonist	PLC-gamma1 inh
C=CCn1c(SCc2nc3ccccc3c(=O)[nH]2)nc2scc(C3CC3)c2c1=O	0.6	-0.1	3	0.3	2.1	-13	-6	26*	-2	0.4	1
COCc1cc(CN2CCN(C)CC2)c(O)c2ncccc12	0.5	-1.6	-7	-0.6	1.1	-8	0	9	-2	-0.4	-6
Cc1ccccc1-c1ncc(CN2CCC(CO)(CCCc3ccccc3)CC2)cn1	-1.2	-1.6	-2	-0.6	-0.6	-2	6	3	-3	-2.4	2
Nc1nc2ccccc2n1C(=O)c1ccccc1	-0.6	-0.1	2	3.2	12*	0	0	2	6	5.6*	-2
Cc1ccc(N2C(=O)C3C(C2=O)C2C=CC3C23CC3)cc1 (stereo unspecified)	0.7	-1.7	2	1.3	-2.4	1	-2	3	0	0.9	2
CC(c1nnc(SCC(=O)Nc2sccc2C#N)n1-c1ccc(Cl)cc1)N(C)C (stereo unspecified)	0.6	-0.7	-3	0.1	3.9	0	-2	-3	-1	-1.6	-1
Cc1cccc(C(=O)Nc2nnc(C3=COCCO3)o2)c1	1.2	-1.7	-4	-0.4	0.8	-4	7	11	-5	0.2	2
Cc1cc(N)n2ncc(-c3ccccc3)c2n1	3.1	0.6	0	2.0	11*	-95	-8	2	6	2.6	-78
COc1ccc(Cc2nnc(SCC(=O)Nc3c(C)cccc3C)[nH]c2=O)cc1	0.4	-0.9	0	1.4	-2.7	0	0	2	-1	-0.4	-1

Some values from above.
PLC-gamma1 inh with C=CCn1c(SCc2nc3ccccc3c(=O)[nH]2)nc2scc(C3CC3)c2c1=O → 1
NR1D1 modulator with CCc1nc2c(OCCOC)cccn2c1N(C)C(=O)Nc1ccccc1OC → 11

Rows are unselected. About 7.4% of those tested had a hit in this group.
